# Assay outcomes deposited in PubChem by National Center for Advancing Translational Sciences (NCATS).
# Nrf2 inh = Nrf2 qHTS screen for inhibitors | Potency, µM (highest dose often 46 µM), inactives show top-dose activity change, negative = inhibition, usual class: inhibitors | A549 ARE-Fluc reporter, luciferase luminescence, 18-24 h | actives 2.1% (n = 360,000); note: potency is the fitted concentration of half-maximal effect; % is set by controls: 0 for no effect and ±100 for the full control effect; nearly all actives have a fitted effect of over 60% in size
#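 Cells were seeded and rested 2 h, then exposed to compounds for 18-24 h. CellTiter-Fluor was read first as a viability measure. BugLite was added 15 min before the final luminescent read of ARE-luciferase activity in A549 cells.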
# Abeta rescue = qHTS for compounds that reverse cellular toxicity of Amyloid beta (A-beta) peptide in yeast: Primary Screen; yeast expressing A-beta42, growth rescue, OD600, 48 h; response scale: 0% DMSO, 100% iron-clioquinol control; Potency, µM (highest dose often 46.1 µM), inactives show at the top dose growth rescue, hits mostly activators; actives 0.063% (n = 410,000); AID 1347071, 2019; note: potency is the fitted concentration of half-maximal effect; nearly all actives have a fitted effect of over 55% in size
#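 Yeast A-beta toxicity model in growth medium with pinned compounds, 48 h at 30 C; growth read as absorbance at 600 nm. Normalized to FeCl3/clioquinol equimolar mix (positive) and DMSO (negative).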
# Nrf2 activator = qHTS of Nrf2 Activators. AREc32 ARE-luciferase reporter (MCF7-derived line), luminescence, 24 h. Potency, µM (doses to about 46.1 µM), inactives show at the top dose activation, actives largely listed as activators. actives 0.31% (n = 410,000). AID 624171, 2012; note: potency is the fitted concentration of half-maximal effect; % of control where 0% means no effect; nearly all actives have a fitted effect of over 65% in size
#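 Reporter line AREc32 (ARE-Fluc), seeded overnight in OPTI-MEM with 5% FBS; compound pin-transferred, 24 hr at 37 deg C, 5% CO2; luminescent read-out.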
# pAkt inh = HTS Assay for Inhibitors of Akt Phophorylation: Primary Screen; Neuro2A IGF-stimulated pAkt S473 HTRF, 20 min; hits give low values; actives 0.32% (n = 360,000); AID 651550, 2012; activity change, % for hits at 50 µM; in the data active = activity change below about -80%; inconclusive = mostly about -51% to -80%; note: % is set by controls: 0 for no effect and ±100 for the full control effect
#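 Neuro2A cells in DMEM with 0.5% FBS, overnight at 37 deg C, given compound at single 50 µM final, then IGF (6 nM final) for 20 min at 37 deg C. Lysed; phospho-Akt Ser473 by HTRF after 24 h, 665/615 ratio.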
# HepG2 tox = qHTS for Inhibitors of TGF-b: Cytotox Counterscreen | actives 0.76% (n = 410,000) | AID 588856, 2011 | HepG2 CAGA-GFP viability, ATP luminescence, 18 h | Potency, µM (doses to about 46.1 µM), inactives show top-dose activity change, negative = cytotoxicity, usual class: cytotoxic; note: potency is the fitted concentration of half-maximal effect; some results filed as inactive show a strong effect at the top dose
#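 CellTiter-Glo luminescence gave cytotoxicity after 18 hours at 37 degrees C. The cells were HepG2 CAGA-GFP in 1% FBS DMEM, stimulated with 500 pg/mL TGF-beta after compound addition. %Activity was normalised to no-cell wells (complete cell-killing) and DMSO (no toxicity), and curves were fitted and classified.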
# TGFb SMAD3 inh = qHTS for Inhibitors of TGF-b | Potency, µM (top dose mostly 46.1 µM), without a hit: top-dose activity, negative = inhibition, hits mostly inhibitors | actives 1.2% (n = 410,000) | AID 588855, 2011 | HepG2 CAGA-GFP TGF-b/SMAD3 reporter, GFP fluorescence, 18 h; TGF-beta stimulated, 500 pg/mL final; note: potency is the fitted concentration of half-maximal effect; % is set by controls: 0 for no effect and ±100 for the full control effect; nearly all actives have a fitted effect of over 65% in size
#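 HEPG2 CAGA-GFP cells (1000/well, DMEM with 1% FBS) were pre-incubated 2 h at 37 degrees C, given compound by pin tool, then stimulated with TGF-beta at 500 pg/mL final for 18 h before per-cell GFP fluorescence imaging.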
# MmCpn inh = Inhibitors of TCP-1 ring complex (TRiC) of Methanococcus maripaludis (MmCpn): qHTS; Chaperonin Mm-Cpn (Methanococcus maripaludis); purified Mm-Cpn ATPase, ADP Transcreener TR-FRET; Potency, µM (top dose mostly 76.9 µM), for inactives: top-dose activity, negative = inhibition, hits mostly inhibitors; actives 0.031% (n = 330,000); AID 504842, 2011; note: potency is the fitted concentration of half-maximal effect; % is set by controls: 0 for no effect and ±100 for the full control effect; nearly all actives have a fitted effect of over 80% in size
#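 Compound-treated chaperonin, 25 nM final, turns over 10 uM ATP at 37°C for 30 min following a 10 min preincubation; ADP generated competes with ADP-d2 for Eu-cryptate antibody, lowering FRET.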
# CCT modulator = High-Throughput Screening for Modulators of Cytosolic Chaperonin Activity; AID 651819, 2012; activity change, % (test concentration not listed), hits read low; actives 0.3% (n = 360,000); purified chaperonin ATPase assay, HTRF ADP detection, 30 min; in the data active = activity change below about -30%; note: % is set by controls: 0 for no effect and ±100 for the full control effect
#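 ATPase activity: ADP formed was measured by HTRF Transcreener (665/615 nm ratio) after 30 min at 37 deg C with 10 uM ATP. Compounds screened at one 76 uM concentration against 40 or 20 nM TRiC in Tris pH 7.4/KCl/MgCl2/DTT buffer.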
# A549 tox = Nrf2 qHTS screen for inhibitors: counterscreen for cytotoxicity. actives 0.16% (n = 390,000). AID 504648, 2011. Potency, µM (doses to about 46 µM), inactives show at the top dose activity change, negative = cytotoxicity, usual class: inhibitors. A549 ARE-Fluc cells, CellTiter-Fluor viability, 18-24 h; note: potency is the fitted concentration of half-maximal effect; % is set by controls: 0 for no effect and ±100 for the full control effect
#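 A549 ARE_Fluc cells in 5% FBS OPTI-MEM were exposed to compounds in concentration-response for 18-24 h at 37 deg C. Viability was read by CellTiter-Fluor fluorescence (Ex 405/Em 525) after 30 min, before the luciferase read.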
# Numbers without * were called inactive; i = inactive; u = inconclusive; x = no result given; & = joins results of further samples; [ ] = dose if it differs, or a comment. Unless noted, calls come from the whole dose curve; as a rule, active = well fitted curve in the direction sought with a large enough effect; inconclusive = small, poorly fitted or top-dose-only effect, or another doubt; inactive = no such curve, though single readings can be large; an effect the other way counts as inactive or inconclusive.
# Second line of a record: Nrf2 inh | Abeta rescue | Nrf2 activator | pAkt inh | HepG2 tox | TGFb SMAD3 inh | MmCpn inh | CCT modulator | A549 tox
> CCCNC(=O)Nc1ccc(F)c(Cl)c1
    13% | 1% | -0.2% | i | -5% | -3% | 2% | -1.6 | 4%
> C=CCn1c(SCC(C)=O)nnc1-c1ccc2ncccc2c1
    3% | -14% | 4.7% | i | 0% | 0% | -1% | -1.9 | 3%
> Cc1ccc(N/C=C(\C#N)c2ccc(OCCCF)cc2)cc1
    u | 4% | -0.3% | i | -32% | u | 1% | -1.3 | 3%
> CN(C)CCCNC(=S)Nc1ccc(-c2ccccc2)cc1
    1% | -9% | 2.7% | i | -6% | -1% | 0% | -0.3 | 1%
> CCOc1ccc(C(=O)Nc2nccs2)cc1[N+](=O)[O-]
    -3% | 11% | 4.5% | i | 12% | 1% | 1% | 1.6 | -5%
> FC(F)(F)COc1cc(-c2nnc(SCc3ccccc3)n2Cc2ccco2)cc(OCC(F)(F)F)n1
    u | 5% | 0.4% | i | -28% | 0% | 1% | -5.7 | 0%
> CC(=O)c1c(C)[nH]c(C(=O)Nc2cc(S(=O)(=O)N(C)C)ccc2C)c1C
    -17% | 3% | 2.9% | i | -6% | 1% | 1% | -0.8 | 9%
> CC1CCCCC1NC(=O)COC(=O)c1ccc2ncsc2c1 (stereo not given)
    20% | 16% | -0.5% | i | 8% | 3% | -20% | 1.1 | 5%
> CN(C)c1cccc(C(=O)Nc2nc3ccc(S(=O)(=O)NC(C)(C)C)cc3s2)c1
    x | 2% | -0.4% | x | -25% | -30% | x | x | -9%
> CNC(=O)c1cc(OCC(F)(F)F)ccc1OCC(F)(F)F
    8% | -1% | -0.8% | i | -5% | -6% | 1% | 2.4 | 2%
> N#C/C(=C\c1ccc2c(c1)OCCO2)C(=O)Nc1nccs1
    5% | -1% | 0.4% | i | 37% | 0% | -1% | -4.3 | -3%
> Cc1ccc(CNC(=O)C2CCC(=O)N(Cc3ccccc3F)C2)s1 (stereo not given)
    18% | -7% | 2.0% | i | -15% | 3% | -2% | 0.6 | -1%
> Cc1c(CCC(=O)O)c(=O)oc2cc(OCc3ccccc3F)ccc12
    -19% | 0% | -0.2% | i | -8% | 0% | u | 0.1 | -5%
> C/C(=N\NC(=O)COc1ccc(C(C)(C)C)cc1)c1ccccc1
    9% | -9% | 3.3% | i | -26% | -33% | 0% | 0.3 | 9%
> CNC(=S)N1CCN(C(c2ccccc2)c2ccccc2)CC1
    9% | 7% | 0.4% | i | -21% | 0% | -3% | -1.5 | 2%
> CCC(NC(=O)C1CCCC1)c1ccccc1 (stereo not given)
    4% | 12% | -0.2% | i | 5% | 1% | x | 2.6 | u
> Cc1c2cnn(CC(=O)NCc3ccc(Cl)cc3)c(=O)c2c(C)n1Cc1ccc(F)cc1
    -25% | 8% | -0.9% | x | -35% | -22% | x | x | -4%
> Cc1cccc(C)c1NC(=O)C1(N(Cc2ccco2)C(=O)Cn2nnnc2N)CCCCC1
    8% | 4% | -0.3% | i | 11% | -25% | 1% | 1.2 | -4%
> COc1cccc(/C=N/N2CCN(Cc3ccccc3)CC2)c1O
    7% | -16% | 2.7% | i | 2% | 6% | -1% | 1.4 | 1%
> CC(C)c1ccc(C(=O)N2CCCCC2c2cc(C(=O)Nc3ccncc3)no2)cc1 (stereo not given)
    x | 6% | 0.0%[9.22 µM] | i | -12% | 4% | x | -0.4 | x
> O=C(Nc1ccc(Cl)cc1)c1csc([C@@H]2O[C@H](CO)[C@@H](O)[C@H]2O)n1
    x | 17% | 4.7% | i | -3% | 16% | x | -0.5 | x
> O=C(NCc1cc2ccccc2[nH]1)c1ccccc1F
    -20% | 15% | 5.0% | i | -33% | 1% | u | -3.1 | -11%
> CC(C(=O)Nc1ccc(O)cc1C(=O)O)N1C(=O)/C(=C\c2cccs2)SC1=S (stereo not given)
    -10% | x | -0.8% | i | 6% | -8% | 0% | 1.1 | -3%
> O=C(COC(=O)C1CC(=O)N(Cc2ccccc2)C1)Nc1ccc(Cl)cc1F (stereo not given)
    2% | 4% | -0.8% | i | -4% | 4% | 0% | 1.6 | -3%
> COc1ccccc1/C=N/OC(=O)c1ccc(F)cc1
    1% | 9% | 0.1% | i | 22% | 7% | -1% | -0.7 | -3%
> CN1C(=O)c2ccc(NC(=O)CCS(=O)(=O)c3ccccc3)cc2C1=O
    1% | -9% | 2.3% | i | -10% | 9% | -15% | -2.8 | -2%
> COC(=O)c1cc(NC(=O)[C@H](CCS(C)(=O)=O)N2Cc3ccccc3C2=O)cc(C(=O)OC)c1
    3% | -9% | 0.2% | x | -16% | 10% | x | x | -4%
> CCOc1cc(Br)c(CC(=O)NC2CCCCCC2)cc1OCC
    -13% | -3% | 0.6% | i | -6% | -12% | -1% | 1.8 | -1%
> O=C(NCC1CC1)[C@@H]1C[C@H]1[C@@H](NP(=O)(c1ccccc1)c1ccccc1)c1ccccc1
    -2% | -4% | 4.0% | i | -7% | 1% | 2% | -0.3 | -5%
> COc1ccc(CCN2C(=NC(=O)CC(C)C)SC3CS(=O)(=O)CC32)cc1OC (stereo not given)
    -3% | 5% | -0.3% | i | -21% | -4% | 1% | -1.1 | 0%
> COc1ccc(-c2cc(=O)oc3cc(OC(=O)C4CCCCC4)c(Cl)cc23)cc1
    4% | -8% | -0.8% | i | 3% | -1% | -4% | -0.6 | -1%
> CCc1ccccc1NC(=S)N1CCN(c2cccc(OC)c2)CC1
    -8% | 25% | 0.1% | i | -1% | 1% | -1% | -1.8 | -3%
> Cc1cccc(Nc2nc3c(s2)CCCC3)c1
    u | 3% | u | i | -35% | u | -7% | -4.0 | 1%
> CCOc1ccc(N2C(=O)/C(=C/c3cccs3)N(CC(=O)OC)C2=S)cc1
    x | -4% | -1.0% | x | 1% | u | 0% | -4.4 | -15%
> Cc1cccc2sc(NC(=O)C3CC3)nc12
    u | 11% | u | i | -5% | 18% | -2% | 2.3 | -1%
> O=C(CCNS(=O)(=O)c1cccc2nonc12)NC1CCCCC1
    1% | 10% | 0.2% | i | 1% | 2% | 3% | 0.7 | 9%
> CCCNC(=O)c1cc(C2CCCN(C(=O)c3ccc(OC)cc3)C2)on1 (stereo not given)
    x | 1% | 0.1% | i | -6% | 1% | x | 1.4 | x
> C=CCNC(=O)/C=C/c1c(F)cccc1Cl
    14% | -16% | 12% | i | -2% | -1% | 1% | -5.1 | 10%
> COc1ccc(C(c2c(O)cc(C)n(Cc3ccco3)c2=O)N2CCN(c3ccccc3)CC2)cc1 (stereo not given)
    x | -4% | -0.6% | x | -1% | 26% | x | x | 0%
> CS(=O)(=O)N(CCc1ccccc1)CC(=O)N1CCN(Cc2ccccc2)CC1
    u | 0% | 0.2% | i | -18% | -5% | -4% | 1.2 | -9%
> Cc1ccc2nc(N3C(=O)C(O)=C(C(=O)c4ccco4)C3c3cccs3)sc2c1 (stereo not given)
    u | -12% | u | i | -12% | u | u | -1.5 | 15µM*
> O=C(CSc1nnc(CNC(=O)c2cccc(C(F)(F)F)c2)o1)NC1CCCCC1
    17% | -5% | 1.2% | i | -10% | -16% | -4% | 0.4 | -4%
> Cn1cc(/C=N/n2cnc3scc(-c4ccccc4)c3c2=O)c2ccccc21
    u | -1% | -0.2% | i | -19% | u | 1% | 0.6 | -26%
> Cn1cccc1C(=O)NC(=O)COC(=O)c1cc([N+](=O)[O-])ccc1Cl
    5% | -6% | 20% | i | 5% | 11% | -1% | -3.5 | -5%
> O=C(NCc1ccc(Cl)cc1)c1ccc2c(c1)nnn2C1CCCC1
    4% | -15% | -0.7% | x | -20% | -7% | x | x | 5%
> CCC(C)(C(=O)NC1CCCC1)N(CC1CCCO1)C(=O)c1ccc2c(c1)OCO2 (stereo not given)
    -6% | 3% | -0.6% | i | -10% | 0% | 0% | -3.3 | -3%
> CC(=O)Nc1c(O)nc(SCC(=O)Nc2ccc(C(C)=O)cc2)[nH]c1=O
    u | 0% | 2.3% | i | -14% | 4% | -1% | -1.9 | -6%
> CCOC(=O)C1(Cc2cccc(OC)c2)CCCN(Cc2nccn2CC)C1 (stereo not given)
    -16% | 3% | -0.5% | i | -31% | 0% | 1% | -1.0 | 12%
> CCOC(=O)C1=C(C)NC(C)=C(C(=O)OCC)C1c1cn(-c2ccccc2)nc1-c1ccco1
    -13% | -5% | 5.4% | i | -20% | 9% | -2% | -1.3 | -9%
> CC(=O)Nn1c(-c2ccccc2)cc2ccccc21
    -11% | 14% | 0.2% | i | -27% | u | -1% | -0.3 | -3%
> CC(=O)c1ccccc1-c1csc2ncnc(Sc3nnnn3C)c12
    u | -15% | u | x | -2% | u | -2% | x | -1%&-8%
> O=C(CSc1ccc(-c2ccccn2)nn1)Nc1ccccc1
    u | -12% | 4.6% | i | -5% | u | -1% | -3.0 | 0%
> Cc1cc(C(F)(F)F)n2nc(-c3cnn(C)c3C(F)(F)F)c(Br)c2n1
    -5% | -12% | 3.5% | i | -16% | -13% | -5% | 1.5 | 6%
> CN(CC(=O)Nc1ccc(Cl)cc1)CC(=O)Nc1cc(Cl)ccc1C#N
    -24% | -25% | 7.0% | i | -28% | u | 1% | -1.4 | 3%
